Bioassay records from PubChem.
L929 necroptosis: L929 zVAD cell death inhibition. AID 1377. viability rescue, % at 10 µM. L929 zVAD necroptosis rescue, ATP luminescence, 24 h; with zVAD 60 µM. 220,000 tested, 0.38% active;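 active = activation, scaled between plate controls, above about 75%, limit read from the data; inactive = activation under that limit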;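 note: 0% = zVAD with DMSO and 100% = DMSO alone without zVAD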
PPC-1+TRAIL kill: compounds killing PPC-1 cancer cells with TRAIL present (potentiator screen, no TRAIL-free arm); AID 1443; PPC-1 cells + TRAIL, ATPLite viability luminescence; 220,000 tested, 0.41% active; cell killing (% activity), % at 4 µM;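 active = cell killing above 50% in the first pass at 4 µM, then a duplicate retest at 5 µM averaging 50% or more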;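 note: plate controls were cells with TRAIL plus DMSO for no effect and medium-only wells lacking cells for full effect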
Wee1 degr inh: inhibitors of human Wee1 degradation. HeLa Luc-Wee1K328M stability, luciferase luminescence; 100% = proteasome inhibitor MG132 effect. reporter increase, % at 5 µM. 220,000 tested, 1.2% active;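 active = activation above the mean of all tested compounds plus 3 SD, set per screening run, cut at about 8.8% in these data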;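 note: cells exposed to compound for 20 h before luminescence read; 0% = DMSO alone and 100% = MG132 at 30 µM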
FXIIa inh 1536: blocks human coagulation factor XIIa protease activity; P00748; purified FXIIa, Boc-QGR-AMC fluorogenic substrate, 2 h; inhibition, % at 5 µM; 220,000 tested, 0.3% active; AID 800; in the data active = inhibition above about 40%;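 note: 0% = enzyme with no compound and 100% = blank without enzyme; many of its hits are not listed in these tables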
Target sequence (P00748 20-372 limits assumed): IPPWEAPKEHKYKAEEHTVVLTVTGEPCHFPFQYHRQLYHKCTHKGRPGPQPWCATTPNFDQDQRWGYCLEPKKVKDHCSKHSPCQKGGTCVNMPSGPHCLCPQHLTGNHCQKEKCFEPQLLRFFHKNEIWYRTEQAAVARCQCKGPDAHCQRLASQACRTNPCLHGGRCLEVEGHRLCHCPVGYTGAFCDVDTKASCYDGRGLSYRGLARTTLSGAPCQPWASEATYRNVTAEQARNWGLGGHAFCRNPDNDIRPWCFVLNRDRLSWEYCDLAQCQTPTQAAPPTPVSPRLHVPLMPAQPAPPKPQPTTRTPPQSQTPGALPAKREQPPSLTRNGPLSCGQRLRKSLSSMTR
Target sequence (P00748 373-615 limits assumed): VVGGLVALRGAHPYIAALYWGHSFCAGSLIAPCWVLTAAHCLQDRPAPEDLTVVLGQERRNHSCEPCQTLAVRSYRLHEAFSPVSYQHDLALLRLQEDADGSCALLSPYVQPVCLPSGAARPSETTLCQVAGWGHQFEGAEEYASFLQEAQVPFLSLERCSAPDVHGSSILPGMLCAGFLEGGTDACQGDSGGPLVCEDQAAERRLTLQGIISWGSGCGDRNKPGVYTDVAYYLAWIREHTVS
EP2 antag: EP2 receptor (human) inhibition | C6 glioma cells expressing human EP2, cAMP TR-FRET; cells stimulated with saturating PGE2 | 260,000 tested, 0.52% active | inhibition, % at 25 µM;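 active = percent inhibition above 40 after rounding to a whole number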;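 note: rat C6 glioma host cells with rolipram phosphodiesterase inhibitor present; the protocol text gives 20 µM as final concentration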
Target sequence (P43116 whole entry, looked up): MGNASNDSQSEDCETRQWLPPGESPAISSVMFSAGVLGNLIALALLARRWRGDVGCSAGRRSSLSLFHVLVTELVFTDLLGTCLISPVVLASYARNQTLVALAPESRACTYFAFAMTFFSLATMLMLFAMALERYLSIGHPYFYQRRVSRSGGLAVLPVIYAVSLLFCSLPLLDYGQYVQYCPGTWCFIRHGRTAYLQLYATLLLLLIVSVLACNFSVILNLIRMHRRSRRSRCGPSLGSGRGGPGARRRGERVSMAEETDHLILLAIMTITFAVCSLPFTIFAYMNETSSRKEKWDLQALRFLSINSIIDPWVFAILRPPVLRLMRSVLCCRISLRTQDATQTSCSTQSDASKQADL
Tb hexokinase: T. brucei hexokinase 1 inhibition | inhibition, % at 10 µM | recombinant TbHK1, G6PDH-coupled NADH A340 | 220,000 tested, 0.11% active;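 active = inhibition of 50% or more in the single-dose primary screen; inactive = inhibition below 50%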
CHOP inhibitor: CHOP inhibition in unfolded protein response; CHO-K1 CHOP-promoter luciferase, tunicamycin-induced, 15-18 h; inhibition, % at 10 µM; 220,000 tested, 3.8% active;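 active = compounds that reduced the stress-induced luciferase reporter signal by more than about 70% of percent inhibition, limit read from the data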;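 note: 0% = tunicamycin plus vehicle and 100% = wells without tunicamycin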
TNF necrop inh: TNF-alpha cell death inhibition in Jurkat FADD-/- cells; Jurkat FADD-/- TNF necroptosis rescue, ATP luminescence, 24 h; 0 = TNF only, 100 = no-TNF cells; activation (protection from cell death), % at 10 µM; 220,000 tested, 0.068% active; AID 463075;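 active = activation, meaning protection from cell death, of at least 50% relative to plate controls; inactive = activation below 50%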;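 note: necroptosis triggered by 40 ng/mL TNF-alpha added together with compound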
FXIa inh: blocks human coagulation factor XIa protease activity | P03951 | purified FXIa, Boc-Glu-Ala-Arg-AMC fluorogenic substrate | inhibition, % at 5 µM | 220,000 tested, 0.14% active;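 active = inhibition of at least 40%; inactive = inhibition below 40%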;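 note: fluorescence of freed AMC excited at 355 nm; 0% = enzyme without compound and 100% = no enzyme blank; many of its hits are not listed in these tables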
Active calls of the source: *; . = not tested or not shown; & = joins results of further samples. This is a subset, so the mix of outcomes need not match the whole.

SMILES	L929 necroptosis	PPC-1+TRAIL kill	Wee1 degr inh	FXIIa inh 1536	EP2 antag	Tb hexokinase	CHOP inhibitor	TNF necrop inh	FXIa inh
O=C1CSC(c2ccncc2)N1Cc1ccccc1 (stereo not given)	1.6	9	1	.	7	-4	-3	0.1	-7
NC(=O)Nc1ccc(Cl)cc1	-0.3	0	2	12	5	-7	1	3.3	4
Cc1ccc[n+](CC(=O)Nc2nc3ccccc3s2)c1	0.3	13	-2	1	7	-5	-14	0.0	-4
O=C(O)CCc1ccc(-c2cccs2)n1NC(=O)c1ccco1	0.4	9	-2	8	11	8	35	-0.3	-5
O=C(COc1ccc(Cl)cc1)Nc1ccc(Cl)cn1	0.0	1	0	6	9	22	-14	6.1	2
O=C(Nc1ccccc1)c1ccccc1O	-0.3	2	0	1	4	-11	12	-4.7	2
O=C(NCC1CCCO1)c1ccc(CNS(=O)(=O)c2ccc(F)c(Cl)c2)cc1 (stereo not given)	0.7	12	3	9	5	0	35	2.0	0
COc1ccc2c(c1)CCC(C)N2S(=O)(=O)c1ccc(C2CNC(=O)C2)cc1 (stereo not given)	-1.0	13	2	9	0	3	18	0.0	0
O=C(Oc1ccccc1)c1ccc(COC(=O)c2cnccn2)cc1	2.2	13	-1	15	.	3	2	-1.4	4
Cc1ccc(NC(=O)Cn2c(/C=C/c3ccccc3)nc3ccccc32)cc1C	0.8	0	0	-12	6	8	28	-2.4	-3
CC(=O)NC(CSc1cc(C)nc2ccc(Br)cc12)C(=O)O (stereo not given)	0.6	2	0	0	12	-23	9	-0.2	-5
CCN(CC)C(=O)C1CCN(S(=O)(=O)c2ccc(C3CNC(=O)C3)cc2)CC1 (stereo not given)	0.6	-5	1	24	6	-5	-10	0.3	17
Cc1nc(C)c(Oc2cccc(C(F)(F)F)c2)c(=O)[nH]1	-0.6	5	3	4	14	4	-9	0.6	0
CCCCCNC(=O)C(=O)C1C(=O)Nc2ccccc21 (stereo not given)	1.0	4	0	9	3	-32	-6	4.7	3
CN(C)CCN(Cc1cc2cc3c(cc2[nH]c1=O)OCO3)C(=S)NCC1CCCO1 (stereo not given)	0.3	9	1	0	7&2	-14	4	0.1	-4
Cc1ccc(C(=O)CC2(O)C(=O)N(CCc3ccccc3)c3ccc(Br)cc32)o1 (stereo not given)	-0.6	18	6	10	9	3	15	4.1	1
Cc1cc(=O)oc(C)c1C(=O)NCCN(C)Cc1ccccc1	1.0	4	-3	1	10	-38	6	1.7	-4
COc1ccc(CN2CC(=O)N(c3ccccc3C)C2=S)cc1OC	1.3	-15	0	10	8	1	4	-0.3	3
CCn1c2ccccc2c2nnc(SCC(=O)Nc3ncccn3)nc21	3.5	2	-1	3	9	-11	10	-0.3	-5
O=C(C1CCN(S(=O)(=O)N2CCOCC2)CC1)N1CCc2ccccc21	1.6	-6	2	18	11	1	-7	-2.0	9
Cc1nn2c(-c3ccccc3)ccnc2c1-c1ccccc1	0.9	-7	1	2	11	-1	67	1.1	6
CCOCCCN1CN(S(=O)(=O)c2ccc(Cl)cc2)c2nc3ccccc3nc21	0.1	2	-1	7	6	-14	49	0.4	8
CC(=O)Nc1ccc(CN2CCN(CCc3ccccc3)C(CCO)C2)cc1 (stereo not given)	-0.1	-11	-2	8	8	-8	-1	1.9	0
COc1ccc2c(c1)OC13CCN(C)CC1C2C(C(=O)c1ccc(F)cc1)C(=O)N3 (stereo not given)	.	-2	2	13	7	4	0	3.0	7
CCOC(=O)C1=C(CSc2nccn2C)NC(=O)NC1c1ccc2c(c1)OCO2 (stereo not given)	-0.1	23	1	13	15	5	6	-1.4	1
COc1cc(C(=O)O/N=C2\C=CC(=O)C=C2C)cc(OC)c1OC	0.2	10	2	41*	4	-6	94*	-5.7	8
CCCCNC(=O)c1onc(CSc2ccc(F)cc2)c1C(=O)O	1.0	18	1	9	8	-3	1	0.9	0
O=C(COc1ccc2ccccc2c1)NCCc1ccc2c(c1)OCCO2	0.6	-5	-1	19	18	-2	18	2.0	17
COc1cccc(NC(=O)COC(=O)C2CCN(S(=O)(=O)c3cccs3)CC2)c1	1.2	20	-2	6	7	-4	8	-1.4	-3
CC1(C)CCCC2=C1CC1C(=O)N(N)C(=O)C1C2 (stereo not given)	1.9	4	-1	2	7	-8	16	1.4	-4
Cc1nnc(NC(=O)CSC2CCCCC2)s1	2.1	3	-3	4	11	2	18	10	-7
O=C(N/N=C/C=C\c1ccco1)c1ccccn1	-0.6	9	7	16	5	-100	-41	-1.7	5
CNC(=S)NCCc1c[nH]c2ccc(OC)cc12	2.8	-11	0	11	6	-1	12	-3.3	7
N#Cc1ccc2ccn(CC(=O)NCc3ccco3)c2c1	0.1	9	-3	2	11	-10	39	0.4	-3
CCOCC(=O)Nc1ccc(S(=O)(=O)NCCc2ccccc2)cc1	0.6	28	0	18	3	4	54	0.0	2
COc1ccc(NC(=O)CC2C(=O)N(c3ccc(OC)cc3)C(=O)N2CCN2CCN(C)CC2)cc1 (stereo not given)	-0.1	-3	-1	-13	6	2	7	-0.5	-4
CCn1c(CCNC(=O)c2ccc(Cl)cc2Cl)n[nH]c1=S	0.2	10	-1	5	8	-3	28	-1.8	0
CCOC(=O)c1sc(N)c(C(=O)OCC)c1C	1.5	0	0	-2	6	-18	-23	-4.7	-2
O=c1[nH]c2ccc(S(=O)(=O)N3CCCCC3)cc2[nH]1	0.1	27	-3	2	24	1	8	-4.6	-9
COC(=O)CN(c1cccc(F)c1)S(C)(=O)=O	0.1	13	2	11	10	-4	8	-0.2	2
CCC(=O)NC(C)C(c1cccs1)N1CCN(c2ccccc2)CC1 (stereo not given)	0.1	48	-1	11	6	-1	9	-1.2	3
Cc1cc(N/N=C/c2ccc3c(c2)OCO3)nc2ccccc12	2.9	12	-2	2	5	-21	43	11	-1
O=C(C1=C[C@@H](c2coc3ccccc3c2=O)C[C@@H](OCc2ccc(CO)cc2)O1)N1CCN(Cc2ccccc2)CC1	0.3	3	4	11	9	1	16	1.9	4
CCn1c(=O)n(CC)c2cc(N)ccc21	6.3	-4	3	4	3	-1	6	0.7	-2
CCCCC(=O)Nc1nnc(CCOC)s1	2.0	1	2	10	5	8	15	-0.7	0
Cc1ccc(NC(=O)Cc2noc3ccccc23)nc1	-0.2	0	-1	2	12	-5	-10	5.2	-5
CC(C)[C@H](NC(=O)NCCC1=CCCCC1)C(=O)O	0.7	-3	2	10	6	-11	12	0.6	2
O=C(COc1ccc(F)cc1Br)N1CCN(S(=O)(=O)/C=C/c2ccccc2)CC1	-1.0	-7	7	9	6	-4	34	1.8	2
Clc1ccc(-c2c(C3=NCCCN3)nnn2-c2ccc(Cl)cc2)cc1	-0.1	18	5	9	12	12	-17	-2.7	1
Cc1cc(C)n(CC(O)Cn2c3ccccc3c3ccccc32)c(=O)n1 (stereo not given)	-0.2	-3	2	7	2	-15	11	-1.7	8

Other compounds follow.
SMILES	L929 necroptosis	PPC-1+TRAIL kill	Wee1 degr inh	FXIIa inh 1536	EP2 antag	Tb hexokinase	CHOP inhibitor	TNF necrop inh	FXIa inh
CC(C)(C)OC(=O)N1CCC[C@H]1c1nnc(SCc2ccc(Cl)cc2)o1	-1.1	-2	1	9	3	-3	28	1.6	2
O=C(CN1CCCCC1)NN(Cc1ccccc1)c1ccccc1	-0.8	9	-2	2	4	2	-6	0.8	-4
CNc1ccc(Br)cc(C(=O)/C=C/c2ccc3c(c2)OCO3)c1=O	0.5	25	-5	-9	0	-19	-68	-17	-9
Cn1c(C(=O)NCCN2CCN(c3ccccc3F)CC2)cc2c(=O)n(C)c3ccccc3c21	0.4	8	-2	5	.	-8	35	-1.5	3
COCCN(Cc1cc2cc3c(cc2nc1Cl)OCO3)C(=O)c1ccc(C)cc1	-1.7	.	0	10	18	-19	17	1.0	-1
CCN1CCN(C(=O)C2CCC(CNS(=O)(=O)c3ccccc3)CC2)CC1 (stereo not given)	0.4	14	-1	11	8	-14	-5	-1.4	1
Cc1ccccc1Nc1nc(N)nc(CSc2ccccc2)n1	0.9	8	5	7	10	32	17	2.2	1
Cc1ccc(-c2cc(C(F)(F)F)c(C#N)c(=O)[nH]2)cc1	0.2	8	-1	-3	14	-6	-5	0.9	0
CCN(CC)c1nc(SCCOC(=O)Nc2ccccc2)nc(N(CC)CC)n1	-0.1	2	-3	11	21	12	59	0.6	-4
CC(c1cccs1)N(Cc1ccco1)C(=S)Nc1ccc(F)c(Cl)c1 (stereo not given)	-0.5	23	0	9	9	4	0	-1.5	1
Cc1cc(OCc2cn3cccnc3n2)ccc1Cl	-0.3	4	-1	16	5	0	-41	-0.2	14
S=C(NCc1ccco1)Nc1ccccc1	-2.4	5	0	8	5	-3	-5	-1.9	2
CC(C)OCC(O)CS(=O)Cc1ccccc1 (stereo not given)	1.2	18	-1	-6	-5	-1	-14	0.8	-10
Cn1nc(C(F)(F)F)c(/C=N/OC(=O)c2ccc(Cl)cc2)c1Cl	0.1	10	-1	13	3	-3	14	-2.0	9
Cc1cccc(NC(=S)/N=C(\N)Nc2nc(C)c3cc(C)ccc3n2)c1	0.8	8	1	1	13	-45	35	-3.7	1
COc1ccc(-c2cc(C#N)nc(Oc3ccc(Cl)cc3)n2)cc1	0.4	18	4	-15	34	-4	12	-4.5	-11
CC1CN(CCC(=O)Nc2ccc3c(c2)CCC3)CC(C)O1 (stereo not given)	1.9	0	1	9	5	-12	34	1.1	-1
CCCNC(=O)COC(=O)/C=C/c1ccco1	0.9	-14	-1	12	4	-16	14	0.6	5
CC1CCN(C(=O)COc2ncnc3ccccc23)CC1	0.1	10	6	5	5	-1	-3	0.8	-4
CCOC(=O)Cn1cc(C#N)c2cccc(CC)c21	-1.8	-6	-3	12	13&11	-1	9	0.2	5
COc1ccccc1C1=NOC(COC(=O)c2ccc3ccccc3n2)C1 (stereo not given)	0.0	18	4	11	17	-6	-2	-1.6	5
Cc1cc(/C=C2/SC(=O)N(CC(=O)N3CCCC3)C2=O)ccc1N1CCOCC1	-0.8	16	1	6	6	-19	26	0.7	0
Cc1ccc(Cn2c(=N)n(CC(=O)c3ccc([N+](=O)[O-])cc3)c3ccccc32)cc1	45	-6	-1	10	15	11	9	-15	16
Cc1[nH]n(-c2cccc(Cl)c2)c(=O)c1-c1ccc(Cl)cc1	1.6	5	3	-6	9	-1	9	34	5
COc1ccc(C(=O)N2CCn3c(C)ccc3C2C)cc1 (stereo not given)	0.5	2	-2	6	3	-11	19	2.0	0
CCc1nc(NCCc2ccccn2)c2nnn(Cc3ccccc3F)c2n1	-1.5	15	0	15	14	2	64	-0.2	5
COc1cc(/C=C2\S/C(=N/S(=O)(=O)Cc3ccccc3)NC2=O)c([N+](=O)[O-])cc1OC	2.1	-3	-2	10	8	-31	10	4.3	9
CNc1nc2ccccc2n1/N=C/c1cccc(OC)c1OC	0.2	28	2	12	6	-14	10	-3.1	0

Record cards, as listed above. Order of values: L929 necroptosis	PPC-1+TRAIL kill	Wee1 degr inh	FXIIa inh 1536	EP2 antag	Tb hexokinase	CHOP inhibitor	TNF necrop inh	FXIa inh
COc1ccc2c(c1)CCC(C)N2S(=O)(=O)c1ccc(C2CNC(=O)C2)cc1 (stereo not given) in the list: -1.0	13	2	9	0	3	18	0.0	0
CNC(=S)NCCc1c[nH]c2ccc(OC)cc12 in the list: 2.8	-11	0	11	6	-1	12	-3.3	7
Cc1cc(C)n(CC(O)Cn2c3ccccc3c3ccccc32)c(=O)n1 (stereo not given) in the list: -0.2	-3	2	7	2	-15	11	-1.7	8
CCN(CC)c1nc(SCCOC(=O)Nc2ccccc2)nc(N(CC)CC)n1 in the list: -0.1	2	-3	11	21	12	59	0.6	-4
